High-throughput results from PubChem BioAssay.
DNMT1 inh: human DNMT1 methyltransferase inhibitors, primary screen, biochemical, molecular beacon, fluorescence, HinP1I cleavage, uHTS; AID 588458, 2011; DNA (cytosine-5)-methyltransferase 1 (Homo sapiens), P26358; hit rate 0.83% among 360,000; inhibition (reported as % activation of signal), % at 10 µM; in the data active means inhibition above about 50%
CSN deneddyl inh: inhibitors of CSN-mediated cullin deneddylation, primary screen, biochemical, fluorescence polarization, uHTS; COP9 signalosome complex subunit 5 (Homo sapiens), Q92905; Purified CSN, SCF-Nedd8-OG deneddylation; inhibition, % at 12.5 µM; hit rate 0.38% among 360,000; AID 651999, 2013;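 active means pattern-corrected inhibition above about 35%, with an unprinted fluorescence ratio check between 0.5 and 1.5, limit read from the data, passing the limit was not always enough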;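 further: 0% = enzyme with substrate and 100% = substrate without enzyme; some results filed as inactive read as strong as hits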
Target sequence (Q92905 whole entry, looked up, one chain of several): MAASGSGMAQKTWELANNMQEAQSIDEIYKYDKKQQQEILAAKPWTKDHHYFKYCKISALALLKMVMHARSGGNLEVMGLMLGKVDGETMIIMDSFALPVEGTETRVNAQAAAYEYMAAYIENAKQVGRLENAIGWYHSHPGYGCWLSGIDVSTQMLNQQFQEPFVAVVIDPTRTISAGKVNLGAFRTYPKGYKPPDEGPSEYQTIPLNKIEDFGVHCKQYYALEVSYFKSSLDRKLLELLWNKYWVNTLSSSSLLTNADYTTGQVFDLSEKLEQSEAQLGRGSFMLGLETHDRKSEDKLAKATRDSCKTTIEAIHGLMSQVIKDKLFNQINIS
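assay system = purified human Csn5 enzyme expressed in HEK293T cells | amount = 0.24 nM enzyme | buffer or medium = Tris/NaCl/DTT buffer, pH 7.5 | reagent = 10 nM SCFSkp2-Nedd8OG | compound = one concentration, 12.5 µM, 0.25% DMSO | times = 90 min reaction at room temperature | signal = FP | read-out basis = % inhibition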
Rpn11 block: Rpn11 (PSMD14) deubiquitinase inhibitors, primary screen, biochemical, fluorescence polarization, uHTS; hit rate 0.59% among 360,000; 26S proteasome non-ATPase regulatory subunit 14 (Homo sapiens), O00487; AID 588493, 2011; calls only at 20 µM; human 26S proteasome, Ub4-pepOG fluorescence polarization; 20S core pre-blocked with epoxomicin;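 active means inhibition at 20 µM, scaled to each plate's controls, above about 33%, limit read from the data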
Tb MetRS inh: T. brucei MetRS inhibitors, primary screen, biochemical, luminescence; methionyl-tRNA synthetase (Trypanosoma brucei brucei); purified T. brucei MetRS, ATP depletion, Kinase-Glo luminescence; inhibition, % at 11.9 µM; hit rate 0.4% among 360,000; AID 624268, 2012;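 active means inhibition above a per-plate cutoff of the control wells' mean inhibition plus 3 SD, cut at about 5.5% in these data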;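 further: 0% = DMSO wells median and 100% = median of wells with control inhibitor compound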
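Test system: purified T. brucei MetRS enzyme. Also added: ATP, methionine and E. coli bulk tRNA substrates. Compound: 11.9 µM single point. Schedule: 15 min enzyme-compound preincubation, 2 h reaction, 10 min detection, 25 °C. Signal: luciferase luminescence of residual ATP, Kinase-Glo. Evaluation: percent inhibition versus plate control medians. Controls: DMSO wells, low control.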
STEP block: STEP phosphatase inhibitors, primary screen, biochemical, fluorescence intensity, uHTS; recombinant STEP, OMFP fluorogenic substrate; hit rate 0.25% among 360,000; inhibition, % at 20 µM;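 active means inhibition at 20 µM, scaled per plate between control wells, above about 37%, limit read from the data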;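 further: 0% = DMSO with enzyme and substrate and 100% = substrate only without enzyme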
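Measure: Control-normalized % inhibition with plate pattern correction | Test system: STEP phosphatase, cell-free reaction | Medium: pH 6.0 Bis-Tris with DTT and Tween 20 | Technique: Fluorescence, 480/540 nm | Times: Reaction 20 min, ambient temperature | Doses: Single compound dose of 20 µM, 1% DMSO final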
LMPTP inh: LMPTP phosphatase inhibitors, primary screen, biochemical, fluorescence intensity, uHTS. Low molecular weight phosphotyrosine protein phosphatase (Homo sapiens), P24666. recombinant LMPTP-A, OMFP fluorogenic substrate. inhibition, % at 20 µM. hit rate 0.22% among 360,000;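 active means compounds that cut the enzyme signal by at least half of the control window in the single-dose screen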;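 further: plate controls were DMSO wells with enzyme plus substrate for no effect and substrate without enzyme for full effect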
Target sequence (P24666 whole entry, looked up): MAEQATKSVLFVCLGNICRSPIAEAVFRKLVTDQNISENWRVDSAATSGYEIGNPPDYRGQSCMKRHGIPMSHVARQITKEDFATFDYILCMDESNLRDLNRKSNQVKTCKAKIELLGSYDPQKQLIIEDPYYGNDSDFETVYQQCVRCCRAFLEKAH
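Test system: LMPTP-A phosphatase enzyme. Amount: LMPTP-A at 0.625 nM final in the reaction. Reagent: OMFP substrate, 400 µM final. Times: 50 min at room temperature. Signal: endpoint fluorescence intensity from OMFP dephosphorylation. Read-out basis: % inhibition. Benchmarks: no-enzyme and uninhibited controls.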
Scp1 inh: Scp-1 phosphatase inhibitors, primary screen, biochemical, colorimetric, uHTS; Carboxy-terminal domain RNA polymerase II polypeptide A small phosphatase 1 (Homo …; Recombinant Scp1, phosphopeptide, malachite green phosphate absorbance; inhibition, % at 20 µM; hit rate 0.88% among 340,000; AID 493091, 2011;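 active means inhibition above about 50% at 20 µM, limit read from the data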;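 further: plate controls were DMSO wells with enzyme for no effect and wells lacking enzyme for full effect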
Target sequence (Q9GZU7 76-261 limits assumed): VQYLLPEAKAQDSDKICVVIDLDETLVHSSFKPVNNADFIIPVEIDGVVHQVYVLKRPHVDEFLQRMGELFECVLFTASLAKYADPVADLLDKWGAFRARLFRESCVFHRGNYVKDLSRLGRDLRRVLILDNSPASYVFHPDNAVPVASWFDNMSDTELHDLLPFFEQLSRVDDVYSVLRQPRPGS
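Test system: SCP-1 catalytic domain; Buffer or medium: Acidic Tris acetate buffer with magnesium and detergent; Also added: Phosphorylated 17-residue peptide substrate; Compound: single 20 µM dose, 1% DMSO; Schedule: enzyme reaction 45 min at room temperature, colour 5 min, stabilisation 30 min; Signal: Phosphate-binding colour reagent, absorbance read at 630 nm.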
NadD inh: inhibitors of S. aureus NadD, primary screen, biochemical, colorimetric, uHTS; purified NadD enzyme, colorimetric absorbance read-out; inhibition, % at 20 µM; hit rate 0.78% among 360,000; AID 602399, 2012; in the data active means inhibition above about 26%; further: some compounds past the cut are filed as inactive
SUMO1 PPI mod: modulators of SUMO1 protein-protein interactions, primary screen, biochemical, uHTS; Small ubiquitin-related modifier 1 (Homo sapiens), P63165; SUMO1 binding to a labelled peptide, TR-FRET, 1 h; inhibition, % at 20 µM; hit rate 0.33% among 360,000; in the data active means inhibition above about 37%
Target sequence (P63165 whole entry, looked up): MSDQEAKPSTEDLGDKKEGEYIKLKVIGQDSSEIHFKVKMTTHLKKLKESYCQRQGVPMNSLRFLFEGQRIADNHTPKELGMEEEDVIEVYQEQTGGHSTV
MLLE-PAM2 inh: inhibitors of PABP1 MLLE–PAM2 peptide binding, primary screen, biochemical, fluorescence polarization, FITC-PAM2, GST-MLLE | hit rate 0.36% among 360,000 | Polyadenylate-binding protein 1 (Homo sapiens), P11940 | AID 588489, 2011 | inhibition, % at 20 µM; in the data active means inhibition above about 35%, passing the limit was not always enough;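 further: plate controls were DMSO wells with GST-MLLE for no effect and wells lacking GST-MLLE protein for full effect; some results filed as inactive read as strong as hits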
* = called active by the depositor; i = inactive; . = not tested or not shown.

SMILES	DNMT1 inh	CSN deneddyl inh	Rpn11 block	Tb MetRS inh	STEP block	LMPTP inh	Scp1 inh	NadD inh	SUMO1 PPI mod	MLLE-PAM2 inh
CCOC(=O)/C(C#N)=C/c1ccc(OC(=O)c2ccco2)c(OCC)c1	0	3	i	-0.7	-6	1.0	-8	-8	-11	-3
CCCC[n+]1ccn(-c2nc3ccccc3nc2[N-]S(=O)(=O)c2ccc(C)cc2)c1	-4	1	i	-0.3	7	-1.2	3	4	-16	4
Cc1ccc([N+](=O)[O-])cc1N=C(c1ccc([N+](=O)[O-])cc1)N1CCOCC1	13	2	i	-0.4	-2	-0.7	-6	-2	-10	14
Cn1c(=O)c(C(=O)NC2CCCCCC2)c(O)c2ccccc21	8	-4	i	0.2	3	0.3	-4	0	-8	6
CC(C)C(NC(=O)OCc1ccccc1)C(=O)OCC(=O)N1C(C)CCCC1C (stereo not given)	1	-2	i	-1.2	-6	1.7	-3	0	-1	-6
Cn1c(=O)cc(SCC(=O)N2CCCC2)c2cc(Cl)ccc21	-1	2	i	0.0	2	-0.6	-9	5	1	-12
Cc1ccccc1NC(=O)c1cc(N)ccc1N1CCCCC1	-6	2	i	-0.3	5	1.6	-2	-2	6	-21
CC(C)(C)c1ccc(C(=O)NCC(=O)N2CCNC(=O)C2)cc1	0	-5	i	-0.8	-2	-1.6	-1	-6	-7	-2
COc1cccc(C(=O)OCC(=O)NC(C)CCc2ccccc2)c1O (stereo not given)	1	-4	i	-1.1	-1	-0.3	-7	-6	-4	0
CN(Cc1ccccc1Cl)C(=O)C1CCC(=O)N(CCc2cccc(F)c2)C1 (stereo not given)	1	-2	i	0.3	-2	-0.4	-2	-4	2	4
CCCc1cc(=O)[nH]c(SCC(=O)Nc2nc(-c3ccccc3)cs2)n1	1	-4	i	0.2	3	-0.4	-9	6	8	-3
COP(=O)(OC)c1nc(-c2cccc3ccccc23)oc1NCc1ccccc1	-3	85*	i	-0.3	-2	1.3	-14	-7	-4	8
Cc1ccc(C2=[N+]([O-])C3(CCCCC/C3=N\NC(N)=O)N(O)C2(C)C)o1 (stereo not given)	-2	-1	i	-0.4	-2	-1.5	1	-4	-1	-1
COc1ccc(S(=O)(=O)Nc2cc(C)on2)cc1	2	0	i	-0.5	-1	-1.6	-9	-9	3	6
Oc1c(C=Nc2ccccc2Cl)[nH]c2ccccc12	0	0	i	-0.4	-5	-0.9	-13	-3	-26	43*
CSc1nc2ccc(NC(=O)CSc3nnc(N)s3)cc2s1	-2	10	i	-1.4	-5	-1.5	0	1	2	-2
COc1ccccc1NC(=O)c1ccc(NC(=O)C2COc3ccccc3O2)cc1 (stereo not given)	-3	0	i	-0.6	1	2.1	-7	-7	0	13
CCCCC(CC)C(=O)NCc1ccccc1OC (stereo not given)	6	-1	i	0.1	0	-0.5	-4	1	3	-10
COc1c(Cl)ccc(Cl)c1C(=O)OCC(=O)O	7	3	i	-1.7	-4	-2.5	-1	-2	0	-2
O=C(COC(=O)COc1ccc(Cl)cc1Br)NCCC1=CCCCC1	-5	-3	i	0.3	-2	0.8	-10	0	3	-6
O=C(O)c1cccc(N/N=C/c2cccs2)c1	0	-8	i	-0.1	0	0.0	0	-4	-6	1
N#Cc1c(-c2ccccc2)nc(SCc2cccc(C(F)(F)F)c2)[nH]c1=O	1	3	i	0.0	3	2.2	-1	19	18	-6
Cc1cc(C)nc(NS(=O)(=O)c2ccc(NS(=O)(=O)c3ccc(C#N)cc3)cc2)n1	1	-4	i	-0.2	-4	-0.7	1	-2	9	6
Cc1ccc(C2(C)NC(=O)N(Cc3c(C)noc3C)C2=O)cc1 (stereo not given)	-1	1	i	-0.7	1	-0.1	-5	-5	1	-9
COCCNC(=O)C1(C)CCCN(C(=O)c2cc(F)ccc2C)C1 (stereo not given)	9	-1	i	-0.1	0	-3.1	.	1	4	11
COc1cc(/C=N/NC(N)=O)cc(Br)c1OCc1ccccc1C	5	3	i	-0.2	5	-1.4	5	6	0	-2
O=C1N=C(N2CCOCC2)SC1=C1CCCCC1	2	1	i	-0.1	-2	-2.4	-5	0	0	13
COc1ccc2oc(-c3ccccc3)c(C(=O)O)c2c1	-3	-2	i	0.1	2	-1.2	-23	-8	8	10
CN1CCN(Cc2cn(C)nc2-c2ccccc2F)CC1c1ccccc1 (stereo not given)	1	-3	i	-0.7	0	-0.7	3	1	2	6
CCOc1ccccc1C(=O)Nc1ccccc1-c1ccccc1	6	-10	i	-0.7	1	4.0	-15	-5	-1	8

2 entries from above, bar-delimited.
Structure | DNMT1 inh | CSN deneddyl inh | Rpn11 block | Tb MetRS inh | STEP block | LMPTP inh | Scp1 inh | NadD inh | SUMO1 PPI mod | MLLE-PAM2 inh
COc1ccc2oc(-c3ccccc3)c(C(=O)O)c2c1 | -3 | -2 | i | 0.1 | 2 | -1.2 | -23 | -8 | 8 | 10
COc1cc(/C=N/NC(N)=O)cc(Br)c1OCc1ccccc1C | 5 | 3 | i | -0.2 | 5 | -1.4 | 5 | 6 | 0 | -2

The listing continues:
SMILES	DNMT1 inh	CSN deneddyl inh	Rpn11 block	Tb MetRS inh	STEP block	LMPTP inh	Scp1 inh	NadD inh	SUMO1 PPI mod	MLLE-PAM2 inh
O=C(NNC(=S)Nc1ccccc1)c1cc(Br)ccc1Cl	0	-1	i	-0.2	1	-0.4	-7	0	1	38
Cc1sc2ncnc(SCC(=O)N3CCCC(C(F)(F)F)C3)c2c1C (stereo not given)	1	-1	i	0.2	3	0.0	-1	4	-6	3
Cc1ccc(SCC(=O)Nc2ccccc2C(=O)O)cc1	3	-1	i	-0.1	1	-0.6	-10	0	2	11
CC(=O)N1N=C(C)CC1c1ccc(O)cc1 (stereo not given)	-1	8	i	-0.1	-2	-1.9	0	-2	-1	3
CCOC(=O)c1oc2ccc(Br)cc2c1NC(=O)CN1CCN(C)CC1	-1	-3	i	-0.5	1	-1.0	-8	-5	-11	1
O=C(CCn1c(=O)sc2ccccc21)NCc1ccc2c(c1)OCO2	-3	-5	i	0.1	1	-1.9	-4	-5	-1	-13
CN(CC(=O)Nc1sc2c(c1C#N)CCCCC2)Cc1nc2ccccc2c(=O)[nH]1	0	-3	i	-0.9	-3	1.5	-2	-3	7	10
Cc1ccccc1-n1c(SCC(=O)c2c(N)n(C)c(=O)n(C)c2=O)nc2sc3c(c2c1=O)CCCC3	3	-14	i	-1.3	-1	0.9	-1	20	-2	0
CCN(CC(=O)Nc1cccc(OC)c1)C(=O)c1ccncc1	-2	2	i	-0.3	-2	-1.3	-1	4	8	10
Cc1cccc(C2c3[nH]c4ccccc4c3CCN2Cc2ccc(C)s2)n1 (stereo not given)	0	-4	i	0.2	2	1.0	-11	4	-1	-4

4 neighbouring compounds already listed:
SMILES	DNMT1 inh	CSN deneddyl inh	Rpn11 block	Tb MetRS inh	STEP block	LMPTP inh	Scp1 inh	NadD inh	SUMO1 PPI mod	MLLE-PAM2 inh
CN(CC(=O)Nc1sc2c(c1C#N)CCCCC2)Cc1nc2ccccc2c(=O)[nH]1	0	-3	i	-0.9	-3	1.5	-2	-3	7	10
Cc1ccccc1-n1c(SCC(=O)c2c(N)n(C)c(=O)n(C)c2=O)nc2sc3c(c2c1=O)CCCC3	3	-14	i	-1.3	-1	0.9	-1	20	-2	0
CCN(CC(=O)Nc1cccc(OC)c1)C(=O)c1ccncc1	-2	2	i	-0.3	-2	-1.3	-1	4	8	10
Cc1cccc(C2c3[nH]c4ccccc4c3CCN2Cc2ccc(C)s2)n1 (stereo not given)	0	-4	i	0.2	2	1.0	-11	4	-1	-4

(next part)
SMILES	DNMT1 inh	CSN deneddyl inh	Rpn11 block	Tb MetRS inh	STEP block	LMPTP inh	Scp1 inh	NadD inh	SUMO1 PPI mod	MLLE-PAM2 inh
CC(=O)Nc1ccc(NC(=O)C(C)OC(=O)C2CCCC2)cc1 (stereo not given)	2	-2	i	-0.4	-2	-1.4	-2	-1	-3	-6
Cc1ccc(/C=C2\SC(=S)N(CCC(=O)NNC(=O)c3ccc(O)cc3)C2=O)cc1	2	3	i	0.7	3	-2.9	-3	45*	-10	3
Cc1cc(C)nc(SC2CC(=O)N(c3ccc(Br)cc3)C2=O)n1 (stereo not given)	-1	-1	i	0.1	-1	-1.1	-3	0	-2	8
O=C(CN1C(=O)/C(=C\c2ccc(F)cc2)Oc2ccccc21)NCc1ccco1	52*	-1	i	0.1	1	-1.0	-5	5	-1	-4
COc1ccc(-c2cc(C(=O)NCc3ccco3)c3ccccc3n2)cc1	6	6	i	-2.1	-1	-0.3	3	1	-13	-5
COc1cc(NC(=O)COC(=O)c2ccccc2F)cc(OC)c1	5	-1	i	-0.1	-3	-0.9	-2	-13	-1	-2
Cc1ccc2c(c1)N(CC(=O)Nc1ncccc1C)C(=O)C(C(C)C)O2 (stereo not given)	1	-3	i	-0.6	0	-0.8	-7	-5	3	15

The order is random. About 3.6% of those tested had a hit in this group.
